# Assay outcomes from PubChem.
# Candida biofilm = clotrimazole potentiators killing Candida biofilms, primary screen, with clotrimazole, Alamar Blue | 85,000 tested, 0.14% active | inhibition, % at 6 µM | AID 834, 2007 | C. albicans biofilm + clotrimazole;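 active = inhibition above 20%; inactive = inhibition below 20%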;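 also: preformed 24 hr biofilms exposed to compound for 48 hr; 0% = biofilm without compound and 100% = blank killed by clotrimazole plus chlorhexidine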
# CYP2C9 activ = human CYP2C9 activators, primary screen, biochemical, luminescence | activation factor at 5 µM | 96,000 tested, 1.4% active | recombinant CYP2C9, luciferin-H conversion; hits give high values; factor 1 = untreated enzyme, 0 = blocked | Cytochrome P450 2C9 (Homo sapiens), P11712 | AID 1024, 2008;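 active = activation factor of 2 or more for CYP2C9 at a 5 µM dose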;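 also: 0 = sulfaphenazole-blocked wells and 1 = vehicle-only wells; values of inactives mirror those of a sister screen read the other way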
# Target sequence (P11712 whole entry, looked up): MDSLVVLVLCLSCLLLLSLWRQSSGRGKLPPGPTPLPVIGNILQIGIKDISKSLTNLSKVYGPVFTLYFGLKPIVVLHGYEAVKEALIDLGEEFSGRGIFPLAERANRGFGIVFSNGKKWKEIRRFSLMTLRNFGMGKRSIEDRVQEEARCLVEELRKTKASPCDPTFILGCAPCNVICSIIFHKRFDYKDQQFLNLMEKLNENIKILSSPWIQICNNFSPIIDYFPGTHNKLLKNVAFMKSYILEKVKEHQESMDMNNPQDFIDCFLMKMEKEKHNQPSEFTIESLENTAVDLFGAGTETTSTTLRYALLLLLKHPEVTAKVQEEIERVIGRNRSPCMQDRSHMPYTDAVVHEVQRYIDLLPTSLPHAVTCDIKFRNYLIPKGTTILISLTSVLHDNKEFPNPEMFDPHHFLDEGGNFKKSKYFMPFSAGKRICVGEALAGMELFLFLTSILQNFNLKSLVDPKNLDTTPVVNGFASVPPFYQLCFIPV
# CYP2C9 inhib = blockers of cytochrome P450 2C9 activity – biochemical, luminescence, ADME assay, primary screen. P11712. 96,000 tested, 20% active. CYP2C9 Supersomes, luciferin-H conversion. AID 777, 2007. inhibition, % at 5 µM;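 active = blocking of liver enzyme CYP2C9 beyond about 50% at 5 µM, limit read from the data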; also: values of inactives mirror those of a sister screen read the other way
# * hit, by the source's call. These rows are one share of the data; the hit share may differ from the screen's.
SMILES,Candida biofilm,CYP2C9 activ,CYP2C9 inhib
CC1CCN(C(=O)CSc2nnc(Cc3cccn3C)n2CCc2ccccc2)CC1,6.3,0.9,12.7
CC(=O)N1CCC(C(=O)Nc2ccccc2)(N(Cc2ccccc2)C(=O)c2cccnc2)CC1,7.2,1,-3.0
Fc1cccc(Cl)c1Cn1nnc2c(-n3ccnc3)ncnc21,3.2,0.3,66.4*
Cc1ccc(NC(=O)NC2=N/C(=C(/C#N)C(=O)N3CCCC3)c3ccccc32)cc1,-1.7,0,98.2*
N#Cc1c(NC(=O)CSc2ncn[nH]2)sc2c1CCCCC2,6.5,0.3,70.9*
N#CCCN(C1CCCCC1)S(=O)(=O)CCOc1ccccc1,5.6,0.7,25.8
Cc1occc1-c1nnc(SCC(=O)Nc2ccccc2)n1C(C)c1ccccc1 (configuration not stated),3.2,0,96.0*
CCC1Oc2ccc(C)cc2N(CC(=O)NCCCN2CCN(Cc3ccccc3)CC2)C1=O (configuration not stated),6.5,0.9,7.6
Cc1ccc2c(c1)NC(=O)C(CC(=O)NCCCN1CCN(C3CCCCC3)CC1)O2 (configuration not stated),5.8,1,3.0
CCOC(=O)CN1CC23C=CC(O2)C(C(=O)Nc2cc(OC)ccc2OC)C3C1=O (configuration not stated),1.8,1.1,-7.8
O=C(NCCO)c1ccc(Cl)c(Cl)c1,-1.1,1.1,-14.4
CCOC(=O)c1[nH]c(C)c(C(=O)Nc2cc(Cl)ccc2C)c1C,5.7,2*,-103.8
COc1ccc(N2CC(=O)N(c3ccc(OC)c(OC)c3)CC2=O)cc1OC,-0.8,1.1,-6.6
CC(C)NC(=O)Cn1c(SCC(=O)N2CCc3ccccc3C2)nc2ccccc21,5.2,0.6,40.5
O=C(Cn1cnc2ccccc21)OCC(=O)N1CCc2ccccc2C1,5.7,0.9,7.1
O=C(NCc1ccccc1)c1ccc(CN2CCOCC2)cc1,10.1,0.8,22.8
COc1cc(CC(=O)N2CCc3ccccc32)cc(OC)c1OC,6.8,0.8,15.6
COc1ccc(-n2nc(C(=O)Nc3ccc4c(c3)OCO4)c3ccccc3c2=O)c(OC)c1,7.0,0.5,48.3
Cc1cccc(NC(=O)Nc2ccc(C#N)cc2)n1,-4.1,0.7,27.0
O=C(Nc1nc(-c2cc3ccccc3oc2=O)cs1)c1ccco1,7.7,0.9,10.5
CC(C)(C)NC(=O)NC(=O)COC(=O)C1CC(=O)N(Cc2ccccc2)C1 (configuration not stated),5.6,0.7,33.4
CCOc1ccc(S(=O)(=O)N(C)c2ccc(OCC(=O)OCc3c(C)noc3C)cc2)cc1,4.0,0.5,46.1
Brc1ccccc1-c1nnc(CSc2nnc3sc4ccccc4n23)o1,10.7,0.8,23.8
CCC1CCC2(CC1)NC(CO)(CO)CO2 (configuration not stated),7.1,0.9,6.3
Clc1ccc(Cc2noc(-c3cccs3)n2)cc1,4.1,0.9,6.3
Cc1ccc(NC(=O)Nc2cccs2)cc1,4.0,0.7,30.9
O=c1[nH]c2ccccc2c2nc3ccccn3c12,3.1,0.9,5.8
CC(C)n1c(CCCO)nc2ccccc21,0.9,1.1,-15.0
CCOC(=O)c1ccc(NC(=O)CCc2nc(-c3ccccc3)no2)cc1,10.2,0.5,50.3*
C=C(C)CSc1nc(N)cc(=O)[nH]1,-1.2,1,-1.3

# Quoted at random: 2 entries already listed.
SMILES,Candida biofilm,CYP2C9 activ,CYP2C9 inhib
Clc1ccc(Cc2noc(-c3cccs3)n2)cc1,4.1,0.9,6.3
CCOc1ccc(S(=O)(=O)N(C)c2ccc(OCC(=O)OCc3c(C)noc3C)cc2)cc1,4.0,0.5,46.1

# A draw from above in order of molar mass, largest number first.
SMILES,Candida biofilm,CYP2C9 activ,CYP2C9 inhib
Clc1ccc(Cc2noc(-c3cccs3)n2)cc1,4.1,0.9,6.3
Cc1ccc(NC(=O)Nc2cccs2)cc1,4.0,0.7,30.9
CCC1CCC2(CC1)NC(CO)(CO)CO2 (configuration not stated),7.1,0.9,6.3

# Later entries:
SMILES,Candida biofilm,CYP2C9 activ,CYP2C9 inhib
C=CCSc1nc(C)c(CC(=O)OCC(C)C)c(=O)[nH]1,5.9,0.7,30.5
Cn1c(=O)[nH]c(=O)c2c1nc(CN1CCN(Cc3ccccc3)CC1)n2CC(N)=O,-2.7,1.1,-11.1
Cc1nnc(SCC(=O)c2cc(C)n(-c3c(C)n(C)n(-c4ccccc4)c3=O)c2C)s1,11.4,0.8,21.8
Cc1nn(-c2ccccc2)c2sc(C(=O)N3CCc4ccccc4C3)cc12,3.1,0.6,43.5
CC(NC(=O)C(C)(C)C)c1nc2ccccc2n1C (configuration not stated),3.1,1.3,-26.2
CCCc1nnc(NC(=O)c2c(O)c3cccc4c3n(c2=O)CC4)s1,-2.9,0.9,8.1
Cc1cc(C)c2c(=O)[nH]n(C(C)C)c2n1,12.9,1.2,-24.7
CC(C)=C1C2C=CC1C(C(=O)Nc1cc(C)ccc1C)C2C(=O)O (configuration not stated),0.2,0.9,7.2
CCC(C)N(C(=O)COC(=O)c1cn(CC)c2nc(C)ccc2c1=O)C1CCS(=O)(=O)C1 (configuration not stated),5.7,1.1,-9.6
CC(C)C[C@H](N)c1nnc(S(=O)(=O)Cc2ccc(F)cc2)o1,3.1,0.9,5.7

# 2 consecutive entries from above:
SMILES,Candida biofilm,CYP2C9 activ,CYP2C9 inhib
C=CCSc1nc(C)c(CC(=O)OCC(C)C)c(=O)[nH]1,5.9,0.7,30.5
Cn1c(=O)[nH]c(=O)c2c1nc(CN1CCN(Cc3ccccc3)CC1)n2CC(N)=O,-2.7,1.1,-11.1

# Later entries
SMILES,Candida biofilm,CYP2C9 activ,CYP2C9 inhib
CCOc1ccc(-n2c(SC)nc3c(c2=O)SCC3)cc1,-1.0,0.6,41.5
CC(C)C(=O)Nc1ccc(NC(=O)c2ccco2)cn1,-0.8,0.6,38.1
COC(=O)Cc1c[nH]c2ccc(OCC(O)CNC(C)C)cc12 (configuration not stated),-6.0,1,-3.1
CCn1nnc(NC(=O)CSc2ccc(Cl)cc2)n1,7.8,0.8,20.8
Cc1ccc(-c2nn(-c3ccccc3)cc2C2SCC(=O)N2Cc2ccccc2)o1 (configuration not stated),4.7,0.5,45.2
CC(c1ccccc1)n1cnc2ccccc21 (configuration not stated),9.4,0.8,20.7
CN1CC2CCCC3(C1)C(=O)NC1(CCCCC1)N=C23 (configuration not stated),5.8,1.1,-13.9
O=C(CCS(=O)(=O)c1cccc2nonc12)N1CC(=O)N(CCc2ccccc2)C(=O)C1,0.7,1,-4.2
CCCCN(C)C(=O)c1ccc2c(c1)N(CC)C(=O)c1ccccc1S2(=O)=O,5.8,0.3,72.4*
O=C(Oc1oc(-c2ccco2)nc1C=Nc1ccccc1)c1ccoc1,8.6,0.8,22.5
CCN(CC)C(=O)c1cn(C)c2ccc(S(=O)(=O)N(CC)CC)cc2c1=O,8.7,0.9,14.2

# Ordered by the number under CYP2C9 activ (rising): 4 of the compounds above.
molecule | CYP2C9 activ | CYP2C9 inhib
CCCCN(C)C(=O)c1ccc2c(c1)N(CC)C(=O)c1ccccc1S2(=O)=O | 0.3 | 72.4*
C=CCSc1nc(C)c(CC(=O)OCC(C)C)c(=O)[nH]1 | 0.7 | 30.5
CC(C)C[C@H](N)c1nnc(S(=O)(=O)Cc2ccc(F)cc2)o1 | 0.9 | 5.7
CCOC(=O)CN1CC23C=CC(O2)C(C(=O)Nc2cc(OC)ccc2OC)C3C1=O (configuration not stated) | 1.1 | -7.8
